Assay outcomes deposited in PubChem by Sanford-Burnham Center for Chemical Genomics.
NALP3 yeast inh: NALP3 inflammasome inhibitors in reconstituted yeast, primary screen, luminescence, uHTS; Yeast reconstituted NLRP3/ASC/caspase-1, beta-gal luminescence, 24 h; inhibition, % at 10 µM; hit rate 0.39% among 330,000; AID 2825, 2010;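 active means inhibition of 50% or more; inactive means inhibition below 50%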;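 further: plate controls were induced DMSO wells for no effect and uninduced yeast grown without galactose for full effect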
SENP7 inh: SENP7 protease inhibitors, primary screen, biochemical, luminescence, uHTS. Sentrin-specific protease 7 (Homo sapiens), Q9BQF6. recombinant SENP7, Z-RLRGG-aminoluciferin luminescence, 40 min. inhibition, % at 5 µM. hit rate 1.5% among 330,000. AID 434973, 2010;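 active means inhibition above about 50% at the single test dose, limit read from the data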;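 further: plate controls were DMSO with enzyme for no effect and no enzyme buffer wells for full effect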
SENP8 block-1: human SENP8 protease inhibitors, primary screen, biochemical, fluorescence, Nedd8 protein substrate, uHTS | Sentrin-specific protease 8 (Homo sapiens), Q96LD8 | recombinant SENP8 | inhibition, % at 20 µM | hit rate 0.64% among 360,000 | AID 602440, 2012; in the data active means inhibition mostly above about 40%, no sharp cut-off; inactive means mostly below about 27%
PfGluPho inh: PfG6PD enzyme inhibitors, primary screen, biochemical, fluorescence intensity, uHTS | PfGluPho enzyme, NADPH resazurin-diaphorase fluorescence | hit rate 0.78% among 350,000 | inhibition, % at 20 µM;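 active means inhibition reaching at least a set limit at 20 µM in the primary screen, cut at about 59% in these data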;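 further: 0% = DMSO wells with substrate and 100% = DMSO wells lacking glucose-6-phosphate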
SENP1 FRET inh: human SENP1 catalytic domain inhibitors, primary screen, biochemical, FRET, uHTS; inhibition, % at 10 µM; Sentrin-specific protease 1 (Homo sapiens), Q9P0U3; hit rate 0.21% among 360,000; AID 624204, 2012; recombinant SENP1 catalytic domain, CyPet-SUMO1-YPet FRET cleavage;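 active means inhibition at least 30% at 10 µM, raw YFP signal under a set limit, fluorescence ratio 0.5 to 1.5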;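 further: 0% = enzyme with DMSO and 100% = no enzyme wells; some results filed as inactive read as strong as hits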
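Material – human SENP1 catalytic domain · Input – SENP1 enzyme, 20 pM final · Compound dosing – single concentration of 10 µM compound, 0.5% DMSO final · Timing – enzyme reaction for 50 min at room temperature, dark · Measured by – FRET fluorescence in CFP and YFP emission channels · Control set – no-enzyme wells low, DMSO-plus-enzyme wells high control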
SENP8 block-2: SENP8 protease inhibitors, primary screen, biochemical, luminescence | hit rate 1.2% among 330,000 | inhibition, % at 10 µM | purified SENP8, Z-RLRGG-aminoluciferin cleavage | Sentrin-specific protease 8 (Homo sapiens), Q96LD8 | AID 2540, 2010; in the data active means inhibition above about 50%
HKDC1 inh: HKDC1 hexokinase inhibitors, primary screen, biochemical, fluorescence, uHTS | recombinant HKDC1, G6PDH/diaphorase resazurin coupled fluorescence | inhibition, % at 20 µM | hit rate 0.16% among 340,000;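 active means inhibition above about 35% when tested at 20 µM, limit read from the data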;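 further: plate controls were DMSO wells with enzyme for no effect and DMSO wells lacking enzyme for full effect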
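Test system: Recombinant HKDC1 (HK5) hexokinase enzyme, produced in-house | Input: HKDC1 at 5 µg/mL | Buffer or medium: Tris pH 8.0 buffer with MgCl2, Tween-20, BSA, BME | Schedule: 90 min reaction incubation at room temperature, dark | Technique: Resazurin-to-resorufin fluorescence via G6PDH and diaphorase coupling, 525/613 nm | Controls: DMSO wells with and without enzyme mix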
Apaf1 inhib: inhibitors of human Apaf-1 apoptosome, primary screen, biochemical, DEVD-Rh110 fluorescence, uHTS. Apoptotic protease-activating factor 1 (Homo sapiens), O14727. reconstituted apoptosome caspase-3 activity. inhibition, % at 20 µM. hit rate 0.71% among 330,000. AID 489030, 2010; active means inhibition of at least 40% at 20 µM;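 further: plate controls were DMSO wells for no effect and DEVD-CHO caspase inhibitor wells for full effect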
Target sequence (O14727 whole entry, looked up): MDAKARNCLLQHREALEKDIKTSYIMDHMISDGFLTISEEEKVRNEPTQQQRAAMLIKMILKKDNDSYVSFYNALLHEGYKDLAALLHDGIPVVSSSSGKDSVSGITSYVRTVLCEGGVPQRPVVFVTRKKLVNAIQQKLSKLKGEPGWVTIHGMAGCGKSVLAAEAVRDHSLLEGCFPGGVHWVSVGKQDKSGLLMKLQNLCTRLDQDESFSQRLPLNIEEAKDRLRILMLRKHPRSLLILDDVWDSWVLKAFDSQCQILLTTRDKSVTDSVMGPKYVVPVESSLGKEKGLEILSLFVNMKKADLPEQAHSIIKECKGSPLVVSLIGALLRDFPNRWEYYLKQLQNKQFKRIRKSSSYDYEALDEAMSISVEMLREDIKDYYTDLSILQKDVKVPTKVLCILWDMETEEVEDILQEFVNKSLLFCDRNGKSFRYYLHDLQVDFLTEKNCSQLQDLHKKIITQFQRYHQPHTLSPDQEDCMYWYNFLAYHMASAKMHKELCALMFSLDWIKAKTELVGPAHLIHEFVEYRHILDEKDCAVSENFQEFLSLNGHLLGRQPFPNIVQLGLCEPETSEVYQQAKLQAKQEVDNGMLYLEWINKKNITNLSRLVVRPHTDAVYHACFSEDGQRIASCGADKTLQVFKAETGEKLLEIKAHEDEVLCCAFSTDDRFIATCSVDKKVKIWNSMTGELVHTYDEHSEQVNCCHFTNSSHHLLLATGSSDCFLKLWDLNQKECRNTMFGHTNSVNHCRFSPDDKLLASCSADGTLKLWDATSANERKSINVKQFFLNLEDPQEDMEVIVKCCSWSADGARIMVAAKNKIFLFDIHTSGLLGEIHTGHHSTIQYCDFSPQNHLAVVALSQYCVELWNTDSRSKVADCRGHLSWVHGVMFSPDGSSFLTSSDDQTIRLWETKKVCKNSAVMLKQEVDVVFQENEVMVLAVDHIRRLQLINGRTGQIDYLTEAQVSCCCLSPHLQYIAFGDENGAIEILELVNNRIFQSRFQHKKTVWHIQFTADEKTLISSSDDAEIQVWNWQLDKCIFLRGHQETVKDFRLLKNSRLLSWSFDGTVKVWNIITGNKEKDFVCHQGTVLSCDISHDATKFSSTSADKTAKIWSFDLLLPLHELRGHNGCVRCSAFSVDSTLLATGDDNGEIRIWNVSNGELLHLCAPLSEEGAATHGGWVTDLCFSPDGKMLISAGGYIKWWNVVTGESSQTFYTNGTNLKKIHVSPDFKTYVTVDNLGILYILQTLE
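Material: cell-free apoptosome with Apaf-1, procaspase-3 and caspase-9; Buffer or medium: Hepes pH 7.5 with detergent and BSA; Reagent: cytochrome c trigger plus (Z-DEVD)2-Rh110 caspase-3 substrate; Times: compound with Apaf-1, dATP, procaspase-3 30 min, then 50 min reaction, room temperature; Technique: Rh110 fluorescence intensity.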
SENP6 block: SENP6 protease inhibitors, primary screen, biochemical, luminescence, uHTS. Recombinant SENP6 catalytic domain, aminoluciferin luminescence. inhibition, % at 10 µM. hit rate 1.8% among 330,000;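 active means inhibition above about 50% at the single tested dose, limit read from the data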;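 further: plate controls were DMSO wells with enzyme for no effect and DMSO wells lacking enzyme for full effect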
* hit, by the source's call; x = no result given.

SMILES	NALP3 yeast inh	SENP7 inh	SENP8 block-1	PfGluPho inh	SENP1 FRET inh	SENP8 block-2	HKDC1 inh	Apaf1 inhib	SENP6 block
CC(C)CNC(=O)COCc1cc(-c2ccc3c(c2)OCO3)on1	-8	6	2	8	-3	-12	-10	1	16
CSc1nc(N)nc2c1ncn2CC(=O)NCc1ccc2[nH]ccc2c1	4	-3	-59	16	0	4	-4	-3	-4
NC(=O)C1(N2CCCCC2)CCN(Cc2ccc(Br)cc2)CC1	2	-7	9	4	1	-11	-4	-6	-7
O=C(C1CCCN(c2ncnc3c2nc2n3CCCCC2)C1)N1CCN(c2cccc(Cl)c2)CC1 (stereo not drawn)	28	9	8	0	1	-7	13	29	-4
COc1ccc(CC(=O)Nc2cc(C)c3c(=O)oc4ccccc4c3n2)cc1	17	-5	-16	-4	-38	-1	-3	-2	4
CN(C)CCSc1nnc(-c2ccccc2)o1	16	8	20	-1	-1	-4	-2	0	2
O=C1CCC(=O)N1CN(Cc1ccco1)CN1C(=O)CCC1=O	7	1	7	1	-1	5	-4	10	-9
Cc1ccc(NC(=S)N(Cc2ccc(Br)cc2)Cc2ccc(C(=O)O)cc2)cc1C	21	3	12	5	1	-4	6	17	-15
FC(F)(F)c1cc(C(F)(F)F)c2ccc(N3CCN(c4ccccc4)CC3)nc2n1	12	-3	-3	11	-3	-4	-2	-6	7
Cc1ccc(/C=C\c2nccc3c2[nH]c2ccccc23)cc1	27	14	-406	32	-30	-8	-3	1	-11
CC(C)Nc1ccc(C(CC(N)=O)NC(=O)c2ccccc2)cc1[N+](=O)[O-] (stereo not drawn)	11	4	44*	6	0	-1	-1	5	-10
CNc1cccc2c1C(=O)c1ccccc1C2=O	x	x	35	4	5	x	1	x	x
Cc1ccc(NC(=O)c2csnn2)c(C)c1	16	-1	6	5	0	-1	0	-3	8
O=C(Nc1ccc(Br)cc1F)c1cccnc1	16	-3	17	-11	1	-4	13	-1	-8
COc1ccc(S(=O)(=O)N(CC(C)C)C2CCS(=O)(=O)C2)cc1OC (stereo not drawn)	12	12	4	1	2	1	-7	-6	-4
Cc1ccc(C2=NN(C(=O)CN3CCN(C4CCS(=O)(=O)C4)CC3)C(c3ccco3)C2)cc1 (stereo not drawn)	14	-15	-3	-12	-2	-9	5	2	-4
O=C(Nc1nnc(S(=O)(=O)N2CCCCCC2)s1)c1ccccc1F	1	-10	-59	20	-1	8	0	7	5
O=C(COC(=O)c1ccc(NS(=O)(=O)c2ccc3c(c2)OCCO3)cc1)NCC1CCCO1 (stereo not drawn)	-1	-9	13	12	-2	-11	2	3	-3
CCc1ccccc1OCC(=O)N(CC)CC(=O)NCc1ccc(F)cc1	-15	5	2	-8	3	-2	8	-6	3
Cc1cccc(Nc2nc(-c3ccc(F)cc3)cs2)n1	28	85*	11	16	0	84*	-5	15	96*
COc1ccc(OC)c(N/C(N)=N/c2nc(C)cc(C)n2)c1	5	-4	9	9	0	-8	2	-13	16
CC(=O)N1c2ccc(S(=O)(=O)N3CCC(C(=O)NC4CCCCC4C)CC3)cc2CC1C (stereo not drawn)	15	4	20	7	1	9	-3	4	2
C/C(CC(=O)NC1CCCCCC1)=N\NC(=O)c1cnccn1	22	-7	15	-13	0	-4	-11	3	-8
COc1ccc(C(=O)NCC(=O)OCC(=O)NCc2ccco2)cc1	0	7	3	7	1	1	0	-6	2
CCN(CC)C(=O)c1cc(C(C)(C)C)c(O)c(C(C)(C)C)c1	-3	-4	2	4	-1	-9	-13	13	-13

Other structures follow.
SMILES	NALP3 yeast inh	SENP7 inh	SENP8 block-1	PfGluPho inh	SENP1 FRET inh	SENP8 block-2	HKDC1 inh	Apaf1 inhib	SENP6 block
Cc1cc(C)c(S(=O)(=O)N2CCN=C2c2ccccc2)cc1C	1	10	5	3	2	-3	-10	10	-4
O=C(COC(=O)CCCOc1ccc(Cl)cc1Cl)NCc1ccc(F)cc1	17	0	16	29	-2	-10	-7	16	-23
CC(=O)Nc1ccc(S(=O)(=O)N(Cc2ccccc2)c2ccccc2)cc1	17	-5	4	4	3	2	-5	4	-7
CCOC(=O)CN1NC2(CCC(C)CC2)NC1=S (stereo not drawn)	7	-11	18	21	-1	-1	-1	6	-4
COc1ccc(/C(N)=N/OC(=O)CCCc2ccccc2)cc1OC	21	8	12	10	2	-4	11	16	12
COc1ccc(NC(=O)c2cccc(NC(=O)C3C4CC5OC(=O)C3C5C4)c2)c(OC)c1 (stereo not drawn)	4	3	10	4	2	1	-1	-4	8
Cc1cccc(CCNC(=O)c2nnc(Cc3ccc(Cl)cc3)o2)c1	17	-6	9	-5	1	3	-1	9	-6
Cc1ccc2nccc(C(=O)N3CCCC(Nc4ccc(F)cc4)C3)c2c1 (stereo not drawn)	5	2	8	13	1	1	-5	17	-13
Cc1ccc(Sc2oc(/C=N/n3cnnc3)cc2Br)cc1	29	5	-128	40	-1	-4	-3	0	-10
CCN(Cc1ccccc1)S(=O)(=O)c1ccc(C(=O)Nc2nnc(C3CC3)o2)cc1	10	-7	11	-40	3	-8	4	14	2
Oc1c(Cl)cc(Cl)cc1/C=C/c1ccc2cccc(O)c2n1	-18	-9	-66	81*	-25	-14	-8	22	-7
Cc1cc(C(=O)OCC(=O)Nc2ccc(S(=O)(=O)N3CCOCC3)cc2)c(C)o1	-10	-2	16	9	-5	-3	1	-8	-19
COc1ccc(CCC(=O)N2CCCSC2=Nc2ccc(C(C)=O)cc2)cc1	10	-1	-2	9	4	-1	-8	9	-7
COc1ccc(Cl)cc1C(=O)NNC(=O)CSc1nnc2ccccn12	-3	-11	-12	-12	1	-5	-1	-4	-5
CS(=O)(=O)N(CC(=O)Nc1ccc(S(=O)(=O)N2CCCC2)cc1)c1ccccc1F	-14	-3	11	-1	1	3	-3	-12	8
Cc1cccc(NC(=O)C2CCN(C(=O)c3ccco3)CC2)c1C	12	-1	0	7	1	3	-6	4	-20
CCC(=O)N1CCCC(C(=O)c2ccc(-c3ccccc3)cc2)C1 (stereo not drawn)	19	-11	23	-6	4	-23	-5	4	4
Cc1cc(C(=O)COC(=O)c2ccc3c(c2)NC(=O)CS3)c(C)n1CCc1ccc(Cl)cc1	28	-5	-5	7	-2	0	-7	4	-7
CCc1cc2cc(C)c(C)cc2nc1SCC(=O)Nc1cc(C)on1	7	-2	6	5	0	5	-12	0	13
COCCNc1nnc(SCC(=O)Nc2cc(-c3ccccc3)nn2-c2ccccc2)s1	-6	-8	-4	22	-4	-11	-8	19	-5
CSc1ccc(S(=O)(=O)NC2CC3CCC2C3)cc1 (stereo not drawn)	39	-12	8	-6	3	-7	0	20	-16
Cc1ccc(N2CC(C)Cn3c2nc2c3c(=O)[nH]c(=O)n2C)cc1C (stereo not drawn)	6	-10	5	-12	1	-3	5	9	-19
COc1cc(C(=O)NCCCCCCNC(=O)c2cc(OC)c(OC)c(OC)c2)cc(OC)c1OC	14	-2	12	-11	0	-11	-1	-8	1
COc1cccc(NC(=O)NC2CCN(CC(=O)Nc3ccccc3[N+](=O)[O-])CC2)c1	17	-6	18	-14	2	-6	1	6	2
Cc1ccc(N2CCN(C(=O)c3ccccc3NC(=O)c3ccccc3C(=O)O)CC2)cc1	13	4	-55	-10	-7	-6	-1	13	-4

A draw from above in order of molecular weight, smallest number first:
SMILES	NALP3 yeast inh	SENP7 inh	SENP8 block-1	PfGluPho inh	SENP1 FRET inh	SENP8 block-2	HKDC1 inh	Apaf1 inhib	SENP6 block
Cc1ccc(N2CC(C)Cn3c2nc2c3c(=O)[nH]c(=O)n2C)cc1C (stereo not drawn)	6	-10	5	-12	1	-3	5	9	-19
CCc1cc2cc(C)c(C)cc2nc1SCC(=O)Nc1cc(C)on1	7	-2	6	5	0	5	-12	0	13
COCCNc1nnc(SCC(=O)Nc2cc(-c3ccccc3)nn2-c2ccccc2)s1	-6	-8	-4	22	-4	-11	-8	19	-5
COc1cc(C(=O)NCCCCCCNC(=O)c2cc(OC)c(OC)c(OC)c2)cc(OC)c1OC	14	-2	12	-11	0	-11	-1	-8	1

Remaining list, next part.
SMILES	NALP3 yeast inh	SENP7 inh	SENP8 block-1	PfGluPho inh	SENP1 FRET inh	SENP8 block-2	HKDC1 inh	Apaf1 inhib	SENP6 block
CCN(C(=O)CN1C(=O)S/C(=C\c2ccc(F)cc2)C1=O)C1CCS(=O)(=O)C1 (stereo not drawn)	8	1	20	-12	3	-7	4	8	-8
O=c1n(Cc2ccccc2)c2cc(Cl)cnc2n1Cc1ccccc1	-2	2	-499	-6	-1	6	2	6	-20
COc1ccc(-n2cc(CNCCc3nc(C)cc(C)n3)c(-c3ccccc3Cl)n2)cc1	14	4	5	-1	-7	-3	-9	10	-3
Cc1ccc2c(c1)N(C(=O)CCC(=O)N1CCN(c3ccccn3)CC1)CC(C)O2 (stereo not drawn)	19	1	-16	9	0	-4	-6	7	-4
Cc1cc(-n2c(SCC(=O)NCc3cccs3)nc3n[nH]c(C)c3c2=N)ccc1Cl	-2	-5	-4	7	0	8	-2	-6	14
CCOc1cc(N2CCOCC2)c(OCC)cc1NC(=O)COc1ccc2ccc(=O)oc2c1	17	1	x	x	x	3	x	-12	-14
Cc1nn(CC(=O)NCc2ccc(Cl)cc2)c(C)c1[N+](=O)[O-]	-10	-9	9	-6	2	-10	-8	5	-17
O=C(COC(=O)c1n[nH]c2ccccc12)NC(=O)NC12CC3CC(CC(C3)C1)C2	4	-1	9	3	1	-3	-4	14	-6
O=C(O)CCC(=O)Nc1ccc(NC(=O)c2ccc(Cl)cc2Cl)c(Cl)c1	2	-5	10	-6	2	1	-13	-7	-3
CC1CC(=O)Nc2ccccc2N1C(=O)CN1C(=O)C(=O)N(C)C1=O (stereo not drawn)	5	-8	2	-9	-4	-9	-2	8	-1
COc1ccc(C2C=C(C34CC5CC(CC(C5)C3)C4)NC(=S)N2)cc1 (stereo not drawn)	13	11	7	19	1	5	-9	25	-3
COC(=O)c1cn(NC(=O)CCC2CCCC2)c(=O)c2ccccc12	20	6	2	-9	4	-2	0	9	7
CCCCN(CC)Cc1ccc(CNC(=O)Nc2ccc(OCC)cc2)o1	-3	4	22	9	2	3	14	-23	-10
Cc1cc(F)c(F)c(C(=O)N2CCN(C)CC2)c1Cl	15	-6	18	-24	2	0	0	-2	-1
COC(=O)CCNc1n[nH]c(=O)[nH]c1=O	-14	-2	-5	-15	2	-4	-5	9	-5
CCOc1ccccc1NC(=O)CN1C(=O)COc2ccc(C)cc21	20	-4	15	-6	2	10	3	-11	-18
CC1CCN(C2CCN(C(=O)c3ccccc3F)CC2)CC1	15	-4	7	-9	1	3	-3	-16	-6
